Mtb BioA inh = blocks M. tuberculosis BioA enzyme activity; purified M. tuberculosis BioA enzyme, plate reader; inhibition, % at 9.99 µM; hit rate 0.096% among 360,000; AID 602481; in the data active = inhibition above about 40%
* hit, by the source's call.

| molecule | Mtb BioA inh |
| --- | --- |
| O=C(N[C@H]1CC[C@@H](CCNC(=O)C2CCCC2)O[C@H]1CO)c1ccccn1 | 2.7 |
| O=C(C1CCOCC1)N1[C@H](CO)[C@@H]2c3ccccc3NC[C@@H]21 | -1.1 |
| O=S(=O)(Cc1ccccc1)N1CCCCN2[C@H](C1)[C@H](c1ccc(-c3ccc(F)cc3)cc1)[C@@H]2CO | -4.9 |
| COC(=O)C[C@H]1CC[C@@H]2[C@@H](COc3ccc(NC(=O)Cc4cccs4)cc3C(=O)N2C)O1 | 0.9 |
| Cc1ccc(S(=O)(=O)Nc2ccc3c(c2)C(=O)N([C@H](C)CO)C[C@H](C)[C@@H](CN(C)CC2CCCCC2)OCCCC[C@H](C)O3)cc1 | 5.9 |
| C[C@@H]1CN([C@@H](C)CO)C(=O)c2cc(NC(=O)Nc3ccc(F)cc3)ccc2O[C@@H](C)CCCCO[C@@H]1CN(C)S(=O)(=O)c1ccccc1 | -0.4 |
| COc1ccc(S(=O)(=O)N2CC[C@H]3[C@H](CO)Nc4ccc(-c5cccc(C#N)c5)cc4[C@H]32)cc1 | -2.2 |
| C[C@H]1CCCCO[C@H](CN(C)C(=O)Nc2ccc3c(c2)OCO3)[C@@H](C)CN([C@@H](C)CO)C(=O)c2cc(NC(=O)Nc3ccccc3)ccc2O1 | 0.8 |
| CNC(=O)C[C@H]1CC[C@@H]2[C@H](COc3ccc(NS(=O)(=O)c4ccccc4C)cc3C(=O)N2C)O1 | -1.7 |
| CO[C@@H]1CN(C)C(=O)c2ccc(NS(C)(=O)=O)cc2OC[C@H](C)N(CC2CCCCC2)C[C@@H]1C | 2.3 |
| C[C@@H](NC(=O)C[C@H]1CC[C@@H](NC(=O)c2cccnc2)[C@H](CO)O1)c1ccccc1 | 0.2 |
| C[C@H](CO)N1C[C@H](C)[C@@H](CN(C)Cc2ccc(-c3ccccc3)cc2)Oc2ccc(NS(=O)(=O)c3ccc(Cl)cc3)cc2C1=O | -3.0 |
| C[C@@H]1CCCCO[C@@H](CN(C)C(=O)C2CCCCC2)[C@H](C)CN([C@@H](C)CO)C(=O)c2cc(NC(=O)Nc3ccc(C(F)(F)F)cc3)ccc2O1 | -4.8 |
| CO[C@@H]1CN(C)C(=O)c2ccc(NC(=O)C3CCOCC3)cc2OC[C@@H](C)N(CC2CCCCC2)C[C@H]1C | 0.2 |
| C[C@@H]1CCCCO[C@@H](CN(C)S(=O)(=O)c2ccc(Cl)cc2)[C@@H](C)CN([C@H](C)CO)C(=O)c2cc(NC(=O)NC3CCCCC3)ccc2O1 | -1.2 |
| O=C(c1ccncc1)N1C[C@H]2[C@@H](c3ccccc31)[C@@H](CO)N2C(=O)c1ccccn1 | 0.9 |
| C[C@@H]1CN([C@H](C)CO)C(=O)c2cc(C#Cc3ccc(F)cc3)cnc2O[C@H]1CN(C)C(=O)Nc1ccc(F)cc1 | 0.5 |
| COc1ccc(NC(=O)N(C)C[C@H]2Oc3c(NS(=O)(=O)c4cccs4)cccc3C(=O)N([C@@H](C)CO)C[C@H]2C)cc1 | -1.5 |
| C[C@@H]1CN([C@H](C)CO)C(=O)c2cccc(NC(=O)c3ccc(-c4nccs4)cc3)c2O[C@H]1CN(C)C(=O)Nc1ccccc1 | 0.8 |
| CCN1[C@@H]2Cn3c(ccc(C4=CCCC4)c3=O)[C@H]1[C@@H](C(=O)N1CCc3ccccc3C1)[C@@H]2CO | -1.7 |
| Cc1ccc(S(=O)(=O)Nc2ccc3c(c2)C(=O)N([C@H](C)CO)C[C@H](C)[C@H](CN(C)C(=O)Nc2ccc(F)cc2)O3)cc1 | -0.5 |
| CCCNC(=O)N1[C@H](CNC(=O)c2cccc(F)c2)[C@H](c2ccccc2)[C@@H]1CO | 1.0 |
| O=C(O)[C@@]1(CCS(=O)(=O)c2ccccc2)COC(c2ccc(OCCCO)cc2)=N1 | 0.8 |
| C[C@@H]1CN([C@@H](C)CO)C(=O)c2cc(NS(=O)(=O)c3cn(C)cn3)ccc2O[C@@H]1CN(C)C(=O)Nc1ccc(C(F)(F)F)cc1 | -2.6 |
| C[C@@H]1CN([C@H](C)CO)S(=O)(=O)c2ccc(C#Cc3ccc(F)cc3)cc2O[C@@H]1CN(C)C | 0.3 |
| CC(C)NC(=O)Nc1ccc2c(c1)C(=O)N([C@H](C)CO)C[C@H](C)[C@H](CN(C)S(=O)(=O)c1cccs1)O2 | 5.6 |
| O=C(C[C@H]1CC[C@@H]2[C@H](COC[C@H](O)CN2CC2CC2)O1)NCc1ccc(Cl)cc1 | -0.3 |
| Cc1ccc(S(=O)(=O)N(C)C[C@@H]2Oc3ccc(NS(=O)(=O)c4c(C)noc4C)cc3CC(=O)N([C@@H](C)CO)C[C@H]2C)cc1 | -5.7 |
| O=C(NCC[C@@H]1CC[C@@H](NC(=O)c2ccncc2)[C@@H](CO)O1)Nc1ccc(Cl)cc1 | 1.8 |
| CN1C(=O)c2cc(NC(=O)C3CCOCC3)ccc2OC[C@H]2O[C@H](CC(=O)NCc3ccc4c(c3)OCO4)CC[C@@H]21 | -1.2 |

Three compounds from above, sorted by heavy-atom count, highest first.
| molecule | Mtb BioA inh |
| --- | --- |
| CC(C)NC(=O)Nc1ccc2c(c1)C(=O)N([C@H](C)CO)C[C@H](C)[C@H](CN(C)S(=O)(=O)c1cccs1)O2 | 5.6 |
| COc1ccc(S(=O)(=O)N2CC[C@H]3[C@H](CO)Nc4ccc(-c5cccc(C#N)c5)cc4[C@H]32)cc1 | -2.2 |
| COC(=O)C[C@H]1CC[C@@H]2[C@@H](COc3ccc(NC(=O)Cc4cccs4)cc3C(=O)N2C)O1 | 0.9 |

The results go on.
| molecule | Mtb BioA inh |
| --- | --- |
| C[C@H]1CN([C@@H](C)CO)C(=O)c2cc(NC(=O)C3CC3)ccc2O[C@H]1CN(C)Cc1ccc(-c2ccccc2)cc1 | -1.2 |
| C[C@@H]1CN([C@H](C)CO)C(=O)Cc2cc(NC(=O)Cc3ccccc3)ccc2O[C@H]1CN(C)Cc1ccccc1 | 1.4 |
| C[C@@H]1CN([C@H](C)CO)C(=O)Cc2cc(NC(=O)Nc3ccccc3)ccc2O[C@@H]1CN(C)S(=O)(=O)c1cn(C)cn1 | -1.3 |
| Cc1noc(C)c1NC(=O)Nc1ccc2c(c1)C(=O)N([C@@H](C)CO)C[C@@H](C)[C@@H](CN(C)S(=O)(=O)c1ccc(F)cc1)OCCCC[C@@H](C)O2 | -0.2 |
| CN(C[C@H]1N[C@@H](CO)[C@@H]1c1ccc(-c2cccc(F)c2)cc1)S(C)(=O)=O | -3.9 |
| Cc1noc(C)c1NC(=O)Nc1ccc2c(c1)CC(=O)N([C@@H](C)CO)C[C@H](C)[C@@H](CN(C)CC1CCCCC1)O2 | -1.2 |
| COc1ccc(S(=O)(=O)N(C)C[C@H]2OCCCC[C@H](C)Oc3ccc(NC(=O)Nc4ccccc4)cc3C(=O)N([C@@H](C)CO)C[C@@H]2C)cc1 | -0.7 |
| O=C(C[C@H]1CC[C@H](NC(=O)Nc2cc(F)ccc2F)[C@@H](CO)O1)NCc1ccccn1 | -0.3 |
| CO[C@@H]1CN(C)C(=O)c2cc(NC(C)=O)ccc2OC[C@H](C)N(Cc2ccncc2)C[C@H]1C | 1.1 |
| C[C@@H]1CN([C@H](C)CO)C(=O)c2cc(C#CCN(C)C)cnc2O[C@H]1CN(C)C(=O)c1ccc2c(c1)OCO2 | 7.7 |
| CCCNC(=O)N1C[C@H](O)COC[C@@H]2O[C@H](CC(=O)N3CCC(Cc4ccccc4)CC3)CC[C@H]21 | -0.9 |
| C[C@H]1C=C(C(=O)N2CCN(Cc3ccc4c(c3)OCO4)CC2)O[C@@H](OCCCCO)C1 | -1.8 |
| CC(C)NC(=O)N[C@@H]1CC[C@@H](CCNC(=O)C2CCC2)O[C@H]1CO | 2.8 |
| Cn1cnc(S(=O)(=O)N2C[C@H](O)COC[C@H]3O[C@@H](CC(=O)NCc4cc(F)cc(F)c4)CC[C@@H]32)c1 | -1.3 |
| CC(=O)NC[C@@H]1[C@H](c2ccc(C3=CCCC3)cc2)[C@H](CO)N1C(=O)NC(C)C | 0.7 |
| N#C[C@H]1[C@H](c2ccc(C#Cc3ccc(F)cc3)cc2)[C@@H](CO)N1C(=O)C1CCCC1 | -2.8 |
| C[C@@H]1CCCCO[C@@H](CN(C)Cc2ccc(C(F)(F)F)cc2)[C@@H](C)CN([C@H](C)CO)C(=O)c2cc(NC(=O)c3ccncc3)ccc2O1 | -0.9 |
| CO[C@H]1CN(C)C(=O)c2ccc(NC(=O)NC(C)C)cc2OC[C@@H](C)N(Cc2cocn2)C[C@H]1C | -2.1 |
| CS(=O)(=O)Nc1ccc2c(c1)[C@H]1C[C@@H](CC(=O)N3CCOCC3)O[C@H](CO)[C@H]1O2 | -0.6 |
| COc1ccccc1CNC(=O)C[C@H]1CC[C@@H]2[C@H](COC[C@H](O)CN2C(=O)Nc2ccc(F)cc2)O1 | 3.0 |
| COc1ccccc1-c1cnc2c(c1)C(=O)N([C@H](C)CO)C[C@@H](C)[C@@H](CN(C)CC1CCOCC1)O2 | 1.1 |
| C[C@H](CO)N1C[C@H](C)[C@H](CN(C)Cc2ccc(Cl)c(Cl)c2)Oc2ccc(NC(=O)CCCCCC(=O)Nc3ccccc3N)cc2CC1=O | -2.5 |
| O=C(N[C@@H]1CC[C@H](CCNS(=O)(=O)c2ccccc2Cl)O[C@@H]1CO)c1ccccc1 | 2.9 |
| CCC(=O)N[C@@H]1C=C[C@H](CC(=O)NCC2CCCCC2)O[C@@H]1CO | -1.9 |
| CO[C@H]1CN(C)C(=O)c2ccc(NS(C)(=O)=O)cc2OC[C@H](C)N(Cc2nccs2)C[C@@H]1C | -1.2 |
| C[C@H]1CN([C@@H](C)CO)C(=O)Cc2cc(NC(=O)C3CC3)ccc2O[C@@H]1CN(C)CC1CCCCC1 | 1.1 |
| C[C@H](CO)N1C[C@H](C)[C@@H](CN(C)Cc2ccc(Cl)c(Cl)c2)Oc2ccc(NS(=O)(=O)c3ccc(Cl)cc3)cc2CC1=O | -2.1 |
| Cc1ccc(S(=O)(=O)N[C@H]2CC[C@@H](CC(=O)NC3CCCCC3)O[C@H]2CO)cc1 | -2.4 |
| C[C@@H]1CN([C@H](C)CO)C(=O)Cc2cc(NC(=O)Nc3cccc4ccccc34)ccc2O[C@@H]1CN(C)CC1CCCCC1 | 0.3 |
| C[C@@H]1CCCCO[C@H](CN(C)C(=O)Nc2ccc3c(c2)OCO3)[C@H](C)CN([C@@H](C)CO)C(=O)c2cc(NC(=O)Nc3ccccc3)ccc2O1 | 0.0 |

Fetched one by one from above:
| molecule | Mtb BioA inh |
| --- | --- |
| COc1ccc(S(=O)(=O)N(C)C[C@H]2OCCCC[C@H](C)Oc3ccc(NC(=O)Nc4ccccc4)cc3C(=O)N([C@@H](C)CO)C[C@@H]2C)cc1 | -0.7 |
| CCN1[C@@H]2Cn3c(ccc(C4=CCCC4)c3=O)[C@H]1[C@@H](C(=O)N1CCc3ccccc3C1)[C@@H]2CO | -1.7 |
| C[C@H](CO)N1C[C@H](C)[C@H](CN(C)Cc2ccc(Cl)c(Cl)c2)Oc2ccc(NC(=O)CCCCCC(=O)Nc3ccccc3N)cc2CC1=O | -2.5 |
| CO[C@@H]1CN(C)C(=O)c2cc(NC(C)=O)ccc2OC[C@H](C)N(Cc2ccncc2)C[C@H]1C | 1.1 |
| Cc1ccc(S(=O)(=O)N[C@H]2CC[C@@H](CC(=O)NC3CCCCC3)O[C@H]2CO)cc1 | -2.4 |
| O=C(N[C@@H]1CC[C@H](CCNS(=O)(=O)c2ccccc2Cl)O[C@@H]1CO)c1ccccc1 | 2.9 |
| CCCNC(=O)N1C[C@H](O)COC[C@@H]2O[C@H](CC(=O)N3CCC(Cc4ccccc4)CC3)CC[C@H]21 | -0.9 |

The results go on.
SMILES: C[C@H]1CCCCO[C@@H](CN(C)S(=O)(=O)c2cn(C)cn2)[C@@H](C)CN([C@@H](C)CO)C(=O)c2cc(NC(=O)Nc3ccc(F)cc3)ccc2O1
  Mtb BioA inh: 0.5
SMILES: O=C(C[C@@H]1CC[C@H]2[C@@H](COC[C@H](O)CN2S(=O)(=O)c2ccccc2)O1)N1CCOCC1
  Mtb BioA inh: -1.8
SMILES: C[C@H](CO)N1C[C@H](C)[C@H](CN(C)Cc2ccc(Oc3ccccc3)cc2)Oc2ccc(NC(=O)C3CC3)cc2CC1=O
  Mtb BioA inh: -0.8
SMILES: CO[C@H]1CN(C)C(=O)c2cc(NC(=O)c3ccccc3)ccc2OC[C@@H](C)N(C(=O)C2CC2)C[C@H]1C
  Mtb BioA inh: -0.9
SMILES: Cc1noc(C)c1S(=O)(=O)N(C)C[C@H]1Oc2ccc(N(C)C)cc2CC(=O)N([C@H](C)CO)C[C@H]1C
  Mtb BioA inh: -0.4
SMILES: C[C@H]1CCCCO[C@@H](CN(C)C(=O)CCCN(C)C)[C@@H](C)CN([C@@H](C)CO)C(=O)c2cc(NC(=O)Cc3ccccc3)ccc2O1
  Mtb BioA inh: -0.4
SMILES: CO[C@H]1CN(C)C(=O)c2cc(NS(=O)(=O)CC(F)(F)F)ccc2OC[C@H](C)N(CC2CCCCC2)C[C@H]1C
  Mtb BioA inh: 0.0
SMILES: C[C@@H]1CN([C@H](C)CO)C(=O)Cc2cc(NC(=O)C3CC3)ccc2O[C@@H]1CN(C)Cc1ccc(Cl)c(Cl)c1
  Mtb BioA inh: 0.9
SMILES: CC(C)NC(=O)N(C)C[C@@H]1Oc2c(NC(=O)Nc3ccc(F)cc3)cccc2C(=O)N([C@@H](C)CO)C[C@H]1C
  Mtb BioA inh: -1.6
SMILES: Cc1ccc(S(=O)(=O)N[C@H]2C=C[C@@H](CC(=O)NC3CCCCC3)O[C@H]2CO)cc1
  Mtb BioA inh: 0.2
SMILES: O=C(C[C@@H]1CC[C@H]2[C@@H](COC[C@@H](O)CN2Cc2ccccc2)O1)NCCCN1CCOCC1
  Mtb BioA inh: -0.6
SMILES: CO[C@@H]1CN(C)C(=O)c2ccc(NC(=O)NC3CCCCC3)cc2OC[C@@H](C)N(CC2CCOCC2)C[C@H]1C
  Mtb BioA inh: 0.7
SMILES: C[C@@H]1CN([C@@H](C)CO)C(=O)Cc2cc(NC(=O)Cc3cn(C)c4ccccc34)ccc2O[C@H]1CN(C)CC1CC1
  Mtb BioA inh: 0.7
SMILES: C[C@@H]1CN([C@@H](C)CO)C(=O)c2cc(NS(C)(=O)=O)ccc2O[C@@H]1CN(C)C(=O)Nc1cccc2ccccc12
  Mtb BioA inh: -2.8

From PubChem

This is a subset; the hit share may differ from the screen's.
